# Mac1 fbg inh: CD11b/CD18-fibrinogen binding inhibition | P05107+P11215 | K562 CD11b/CD18 adhesion to fibrinogen, ATPlite luminescence; Mn2+ added to activate the integrin | inhibition, % at 10 µM | 0.54% of 93,000 active;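 active = primary inhibition of 50% or more at 10 µM, then 40% or more on retest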; note: some results filed as inactive read as strong as hits
# CYP2C19 activ: increases human CYP2C19 enzyme activity. recombinant CYP2C19, luciferin-H EGE luminescence; hits give high values; 0 = fully inhibited enzyme, 1 = untreated enzyme. activation factor at 5 µM. 96,000 tested, under 10 active. AID 1025;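 active = activation factor of at least 2 at 5 µM in the primary screen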;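 note: 0 = wells with 2.5 mM tranylcypromine and 1 = vehicle-only wells; values of inactives mirror those of a sister screen read the other way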
# Target sequence (P33261 whole entry, looked up): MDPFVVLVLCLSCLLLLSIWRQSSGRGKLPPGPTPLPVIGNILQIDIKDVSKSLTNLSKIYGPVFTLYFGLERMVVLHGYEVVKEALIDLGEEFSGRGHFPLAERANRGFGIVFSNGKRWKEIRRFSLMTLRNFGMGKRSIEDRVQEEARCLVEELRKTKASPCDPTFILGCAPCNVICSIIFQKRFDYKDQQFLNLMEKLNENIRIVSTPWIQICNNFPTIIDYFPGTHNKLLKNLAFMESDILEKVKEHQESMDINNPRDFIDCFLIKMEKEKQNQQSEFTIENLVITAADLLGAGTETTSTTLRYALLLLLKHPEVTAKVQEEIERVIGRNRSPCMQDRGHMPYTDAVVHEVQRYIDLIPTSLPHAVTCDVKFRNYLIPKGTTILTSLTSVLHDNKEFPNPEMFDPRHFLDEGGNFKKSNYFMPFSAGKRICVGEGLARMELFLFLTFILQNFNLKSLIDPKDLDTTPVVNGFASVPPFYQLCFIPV
# CYP2C9 inh: human CYP2C9 inhibition; CYP2C9 Supersomes, luciferin-H conversion, luminescence; inhibition, % at 5 µM; P11712; 20% of 96,000 active; AID 777;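 active = blocking of liver enzyme CYP2C9 beyond about 50% at 5 µM, limit read from the data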; note: values of inactives mirror those of a sister screen read the other way
# Target sequence (P11712 whole entry, looked up): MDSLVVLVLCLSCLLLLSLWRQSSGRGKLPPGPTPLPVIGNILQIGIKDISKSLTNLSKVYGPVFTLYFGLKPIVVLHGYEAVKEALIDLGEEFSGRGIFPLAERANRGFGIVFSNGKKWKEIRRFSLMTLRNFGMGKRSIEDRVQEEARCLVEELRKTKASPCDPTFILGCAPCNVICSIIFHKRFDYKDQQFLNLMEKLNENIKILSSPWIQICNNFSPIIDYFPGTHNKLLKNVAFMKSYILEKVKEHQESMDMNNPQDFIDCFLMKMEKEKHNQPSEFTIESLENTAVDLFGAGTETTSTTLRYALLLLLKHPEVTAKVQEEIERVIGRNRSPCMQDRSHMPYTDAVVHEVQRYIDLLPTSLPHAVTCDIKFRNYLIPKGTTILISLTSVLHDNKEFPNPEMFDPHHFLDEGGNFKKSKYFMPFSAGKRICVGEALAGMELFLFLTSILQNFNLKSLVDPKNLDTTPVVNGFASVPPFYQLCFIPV
# Pyk2 oligo antag: antagonists of human Pyk2 oligomerization; Q14289; 0.83% of 99,000 active; AID 1347419; z-score (the deposit names both 25 µM and 10 µM); Q293 cells, Pyk2 FERM NanoBiT luminescence; hits give low values;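 active = Z-score of -3 or lower, scaled per plate to the spread of control and sample wells; inactive = z-score above -3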;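 note: negative z-score means lost luminescence so less FERM oligomerization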
# Mac1 fbg enh: CD11b/CD18-fibrinogen binding enhancement; K562 CD11b/CD18 adhesion to fibrinogen, ATPlite luminescence; activation, % at 10 µM; 0.07% of 93,000 active; P05107+P11215;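 active = 10 µM primary screen giving 50% or more activity, confirmed by 40% or more on retest at that dose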; note: strong numbers were not always called active; reference of the scale not given here
# MT1-MMP txn act: activates MT1-MMP transcription; HT1080 MT1-MMP promoter luciferase reporter, luminescence, overnight; hits give high values; activation factor at 10 µM; 0.16% of 86,000 active; AID 750;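 active = activation factor of at least 2 for MT1-MMP transcription at 10 µM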
# PLAP act: activators of human placental alkaline phosphatase; activation fold at 20 µM; purified PLAP enzyme, luminescent substrate read-out; hits give high values; AID 696; 1.2% of 96,000 active; P05187; in the data active = activation fold above about 2
# CYP2C9 act: increases human cytochrome P450 2C9 activity. P11712. recombinant CYP2C9, luciferin-H conversion, luminescence; hits give high values; factor 1 = untreated enzyme, 0 = blocked. activation factor at 5 µM. 1.4% of 96,000 active. AID 1024;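 active = activation factor of 2 or more for CYP2C9 at a 5 µM dose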;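 note: 0 = sulfaphenazole-blocked wells and 1 = vehicle-only wells; values of inactives mirror those of a sister screen read the other way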
# CYP2C19 inh: inhibitors of human CYP2C19; inhibition, % at 5 µM; CYP2C19 Supersomes, luciferin-H EGE luminescence, 30 min; AID 778; 21% of 96,000 active; P33261;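 active = CYP2C19 inhibition above a set limit at 5 µM in the primary screen, cut at about 50% in these data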;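 note: plate controls were negative control wells for no effect and 2.5 mM tranylcypromine positive control for full effect; values of inactives mirror those of a sister screen read the other way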
# Numbers without * were called inactive; . = not tested or not shown.
Structure,Mac1 fbg inh,CYP2C19 activ,CYP2C9 inh,Pyk2 oligo antag,Mac1 fbg enh,MT1-MMP txn act,PLAP act,CYP2C9 act,CYP2C19 inh
Cc1nc2ccccc2nc1OCC(=O)NCc1ccc2c(c1)OCO2,29,0.5,11,0.24,-3,1.1,0.8,0.9,51*
COCCn1c(SCC(=O)NC(=O)NC(C)(C)C)nc2ccccc21,8,0.4,27,-0.93,0,.,1.4,0.7,57*
O=C(Nc1ccccc1C(=O)O)c1cccc(NC(=O)c2ccc(Br)o2)c1,-4,1,91*,0.45,3,1.2,1.2,0.1,2
CC1(C)CC(=O)c2cc3c(N)c(C(=O)NCc4ccccc4)sc3nc2C1,.,0.9,-10,0.55,.,1,0.9,1.1,9
CSc1nnc(NC(=O)c2cc3ccccc3oc2=O)s1,7,1,5,.,1,1.2,0.8,0.9,2
COc1ccc(-c2nc(CS(=O)CC(=O)N3CCc4ccccc4C3)c(C)o2)cc1 (centres undefined),11,0.8,40,.,-5,1,1.5,0.6,18
O=C(NCc1ccccn1)c1ccc(Cl)cc1Cl,0,0.8,24,-0.5,-2,1.2,1.6,0.8,24
COc1ccc(NC(=O)CCc2c(C)nc3nc(C)nn3c2C)cc1,-14,1,0,0.73,0,1.3,0.9,1,-4
O=C1CCC(C(=O)OCC(=O)N2N=C3/C(=C/c4ccccc4)CCCC3C2c2ccccc2)N1 (centres undefined),14,1.3,22,-1.8,-3,1.2,1.6,0.8,-34
Cc1onc(-c2ccccc2Cl)c1C(=O)Nc1nnc(-c2ccc(F)cc2)s1,34,0.7,47,.,-3,1,1.3,0.5,27
O=C(C1CC1c1ccccc1)N1CCN(c2cccc(Cl)c2)CC1 (centres undefined),-12,0.4,47,1.4,3,1,1.2,0.5,60*
COc1ccc(-c2noc(CCCC(=O)Nc3ccc(C(N)=O)cc3)n2)cc1,10,1.1,10,2.3,-5,.,0.9,0.9,-7
COc1ccc(NC(=O)c2cc(-c3cccnc3)nc3c(C)c(C)ccc23)c(OC)c1,.,0.2,86*,-1.1,.,.,1.2,0.1,80*
Cc1cc(NC(=O)CSc2nc(C3CC3)nc3sc(C)c(C)c23)no1,0,0.6,63*,0.02,16,0.9,1,0.4,41
CC1Cc2ccccc2N1C(=O)C1CCCN1S(=O)(=O)c1ccc(Cl)cc1 (centres undefined),-3,1,-6,0.51,1,1.2,1,1.1,3
CCOC(=O)/C(C#N)=C1/C=CN(C)C(C)=N1,-6,1.1,-6,-0.55,-3,1,1.1,1.1,-9
O=C(CSc1nnc(C23CC4CC(CC(C4)C2)C3)o1)Nc1ccc(N2CCOCC2)c(Cl)c1,2,1,7,-3.3*,-8,1.1,1,0.9,-4
CCOc1ccc(Cl)cc1CSc1n[nH]c(CC)n1,-10,0.1,72*,0.15,1,1,1.7,0.3,94*
Cc1cc(C)c2c(n1)nn1c(NCCCN(C)C)cc(C)nc21,1,1,1,0.3,0,1,1.5,1,-2
Cc1cc(=O)[nH]c(SCC(=O)c2ccccc2)c1C#N,-5,0.5,85*,-0.23,-11,1.1,0.9,0.1,46
O=S(=O)(c1ccccc1)N1CCN(Cc2ccccc2C(F)(F)F)CC1,-13,0.1,83*,-1.5,-6,1,1,0.2,94*
CCOC(=O)C(CC)Sc1nnc2n1C(C)(C)Cc1ccccc1-2 (centres undefined),.,0.8,21,0.08,.,1,1.1,0.8,23
O=C(Nc1ccc(N2CCOCC2)cc1)c1ccc2nc(-c3ccco3)c(-c3ccco3)nc2c1,-10,0.9,16,-2.5,103,1.2,1.1,0.8,8
CCOc1nc(N=C(N)N)nc2c(C)cccc12,-6,0.9,11,0.07,5,.,1,0.9,11
COCCn1c(=S)[nH]c2cc(C(=O)N3CCN(c4ccc(F)cc4)CC3)ccc2c1=O,1,1,12,1.3,2,1,0.9,0.9,0
Cc1cccc(C)c1NC(=O)CSc1nc(C)c(CC(=O)c2ccc(Br)cc2)c(C)c1C#N,-13,1.1,21,-0.57,-1,.,0.9,0.8,-6
O=[N+]([O-])CC(=Nc1ccc(Cl)cc1)N/N=C\c1oc(O)c2ccccc12,5,1,28,-1.4,8,1.5,1.7,0.7,-2
CCOC(=O)C1=C(C)NC(C)=C(C(=O)OCC)C1c1cc(N)ccc1OC(F)F,7,0.5,57*,-1.3,-1,1.1,1.4,0.4,49
CC(C)(C)C(=O)Nc1ccc2oc(-c3cc(F)c(F)cc3Cl)nc2c1,-8,1,19,-0.05,0,1.7,0.8,0.8,-1
CCOC(=O)c1sc2c(c1C)c(=O)c(C(=O)OCC)cn2CC,.,0.8,-5,-0.76,.,1.1,1,1.1,22
CCn1c(C(=O)N2CCc3ccccc3C2)cc2sccc21,5,0.4,-13,.,-8,1.1,1.4,1.1,63*
COc1ccc(-c2noc(CCC(=O)NCC3CCN(Cc4cccc(C)c4)CC3)n2)cc1,-4,0.8,23,-0.26,-3,.,1.7,0.8,16
CCOC(=O)c1cccc(NC(=O)CSc2nnc(COc3ccc(Cl)cc3)o2)c1,12,0.9,34,0.49,0,1,0.8,0.7,5
O=C(Nc1ccc(OC(F)F)cc1)Nc1cccc(C(F)(F)F)c1,-19,0.7,25,-2.3,-3,1.3,0.9,0.8,29
CN(C)c1nc(-c2ccccc2)nnc1C(F)(F)F,-4,0.8,-47,0.06,-1,.,0.9,1.5,25
NC(=O)Nn1c(CCC(=O)O)ccc1-c1ccc(F)cc1,.,1,-3,1.2,.,.,0.9,1,-4
N/C(=N\OC(=O)CCC1CCCCC1)c1cccc([N+](=O)[O-])c1,-7,0.9,8,0.62,2,.,0.8,0.9,13
O=C(CN1CCCCC1)Nc1cccc([N+](=O)[O-])c1,3,1,-4,0.73,-2,.,0.9,1,-3
COCCNC(=O)c1onc(CSc2cc(C)ccc2C)c1C(=O)O,11,0.9,30,.,2,.,1.2,0.7,8
O=c1[nH]c(C2CCCN(S(=O)(=O)c3ccc(F)cc3)C2)nc2c1nnn2Cc1ccccc1 (centres undefined),-6,0.9,18,-1.3,2,1,1.2,0.8,6

# Three successive entries out of the list so far:
Structure,Mac1 fbg inh,CYP2C19 activ,CYP2C9 inh,Pyk2 oligo antag,Mac1 fbg enh,MT1-MMP txn act,PLAP act,CYP2C9 act,CYP2C19 inh
Cc1nc2ccccc2nc1OCC(=O)NCc1ccc2c(c1)OCO2,29,0.5,11,0.24,-3,1.1,0.8,0.9,51*
COCCn1c(SCC(=O)NC(=O)NC(C)(C)C)nc2ccccc21,8,0.4,27,-0.93,0,.,1.4,0.7,57*
O=C(Nc1ccccc1C(=O)O)c1cccc(NC(=O)c2ccc(Br)o2)c1,-4,1,91*,0.45,3,1.2,1.2,0.1,2

# Additional entries
Structure,Mac1 fbg inh,CYP2C19 activ,CYP2C9 inh,Pyk2 oligo antag,Mac1 fbg enh,MT1-MMP txn act,PLAP act,CYP2C9 act,CYP2C19 inh
CNC(=O)C1=NCCCc2cc(OC)c(OC)cc21,0,1.2,-5,-0.1,0,1.1,1.7,1.1,-19
Cc1c(-c2ccccc2)c(P(=O)(N2CCOCC2)N2CCOCC2)c2ccccn12,-6,1,-3,0.44,-1,1.1,1.2,1,-2
COc1ccc(-n2ncc3c(NC(C)C)ncnc32)cc1,4,1.1,-4,-0.71,-2,.,0.9,1,-7
O=C(CSc1nc2c(sc3ccccc32)c(=O)n1Cc1ccco1)NCC1CCCO1 (centres undefined),-17,0.5,68*,-0.83,2,1,1.1,0.3,51*
Cn1c(N2CCCCC2)nc2c1c(=O)n(Cc1cccc(Br)c1)c(=O)n2C,-16,1,5,1.8,0,1,0.7,0.9,2
CCOC(=O)CN(C(=O)CSc1nnc2c(n1)[nH]c1c(C)cc(C)cc12)c1ccccc1,-15,0.9,4,.,4,.,0.8,1,8
Cc1ccc(-c2cc(C(F)F)n3ncc(C(=O)N4CCN(c5ccccn5)CC4)c3n2)cc1,0,0.5,57*,.,10,1.1,1.5,0.4,46
O=C(Nc1ccc2oc(-c3cccnc3)nc2c1)c1ccc(Br)o1,7,1,7,0.9,34,1.1,1.2,0.9,3
Nc1c(-c2ccccc2)nc(Cl)nc1-c1ccccc1,-12,0.7,20,0.3,-2,.,0.8,0.8,27
Cc1ccc2cc(CN(CC(C)C)C(=O)C3CCCO3)c(=O)[nH]c2c1 (centres undefined),-6,0.8,42,-0.22,3,1.2,1.3,0.6,23
O=C(CSc1nc(-c2ccco2)cc(C(F)(F)F)n1)Nc1ccc(C(=O)N2CCCCC2)cc1,28,0.4,85*,.,-3,.,1.6,0.1,55*
O=C(O)C1C2C=CC3(O2)C1C(=O)N1c2ccccc2C2OCCC2C13 (centres undefined),3,1.1,-11,-0.41,-4,1,0.9,1.1,-8
O=C(CCN1CCN(CCO)CC1)Nc1ccc(F)c(F)c1,2,1,6,-0.74,1,1,1.1,0.9,3
CCC(=Nc1ccc(N)cc1)C1=C(O)C(C(=O)OC)C(C)(C)CC1=O (centres undefined),2,0.8,29,-0.62,-2,1,1,0.7,21
CCOC(=O)c1c(C)[nH]c(C(=O)COC(=O)c2cnc(C)cn2)c1C,7,0.7,22,-0.33,-2,1,1,0.8,28
COC(=O)CNC(=O)c1ccc(=O)oc1,-12,1,11,-0.66,8,1.1,1.5,0.9,2
O=C(CN1CCN(Cc2cccc(Cl)c2)C1=O)NCC1CCCO1 (centres undefined),-1,1,-17,.,-2,.,0.9,1.2,-5
O=C(NCc1ccco1)C1CN(S(=O)(=O)c2ccccc2)CCN1S(=O)(=O)c1ccccc1 (centres undefined),-2,0.4,50*,1,-1,1.2,1.6,0.5,56*
COc1ccc(C)cc1S(=O)(=O)N(CC(=O)N1CCCC1)c1ccccc1,-1,0.9,89*,0.52,6,1.1,1,0.1,14
CCOC(=O)NC1(C(F)(F)F)C(=O)N(Cc2ccccn2)C2=C1C(=O)CC(C)(C)C2 (centres undefined),-5,0.9,-10,0.12,-1,1.3,1.2,1.1,14
Cc1ccc(Nc2cc(C)nc3ncnn23)c(Cl)c1,0,1,-10,.,-4,1.1,1.7,1.1,-4
C=CCSc1nnc2c(n1)OC(c1ccccn1)N(C(C)=O)c1ccccc1-2 (centres undefined),-23,0.9,34,0.37,-4,1.1,0.9,0.7,7
CSc1ncccc1C(=O)OCC(=O)c1cc2ccccc2o1,-5,1.1,-44,-0.59,-1,1.1,0.9,1.4,-13
Cc1cccc(NC(=O)C2CC(=O)N(c3ccccc3)C2)c1C (centres undefined),17,1,14,-0.18,6,1.1,1.1,0.9,3
Cc1cccc2cc(C(c3nnnn3Cc3ccccc3)N3CCCc4ccccc43)c(=O)[nH]c12 (centres undefined),-4,1.1,5,2.1,-5,.,0.7,0.9,-11
Cc1ccc(CC(=O)N2CCOCC2)cc1,2,0.7,-6,0.04,-6,.,0.9,1.1,30
CCN(CC)c1ccc2cc(-c3nnc(-c4ccncc4)o3)c(=O)oc2c1,-12,0.7,36,-2.4,-2,1.4,0.8,0.6,30
CCC(C)(C)NC(=O)c1cc(OC)c(OC)cc1[N+](=O)[O-],.,1,24,-0.39,.,.,0.9,0.8,2
CC(=O)c1cccc(NC(=O)CCS(=O)(=O)c2cccc3nonc23)c1,-26,0.8,12,-0.09,0,1.1,0.9,0.9,22
CCCn1c(SCc2cc(=O)[nH]c3ccccc23)nc2c1c(=O)n(C)c(=O)n2C,-11,1.1,-3,1.6,-6,1.2,1.1,1,-5
Cn1nnnc1SCSc1nnnn1C,-24,1,23,-0.29,-2,1.1,0.9,0.8,-5

# Bioassay records from PubChem BioAssay.

# The order is random, and some 31% of all compounds hit somewhere here.
